High-throughput results: PubChem, The Scripps Research Institute Molecular Screening Center
proKLK7 act: activates the human kallikrein-7 zymogen | P49862 | 370,000 tested, 0.9% active | activation, % at 7 µM | purified proKLK7, EDANS-DABCYL substrate fluorescence; 100% is mature enzyme control, 0% vehicle | AID 652039;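 active = activation above the mean of all tested compounds plus 3 SD, computed per campaign excluding outliers beyond control limits, cut at about 13% in these data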
Target sequence (P49862 whole entry, looked up): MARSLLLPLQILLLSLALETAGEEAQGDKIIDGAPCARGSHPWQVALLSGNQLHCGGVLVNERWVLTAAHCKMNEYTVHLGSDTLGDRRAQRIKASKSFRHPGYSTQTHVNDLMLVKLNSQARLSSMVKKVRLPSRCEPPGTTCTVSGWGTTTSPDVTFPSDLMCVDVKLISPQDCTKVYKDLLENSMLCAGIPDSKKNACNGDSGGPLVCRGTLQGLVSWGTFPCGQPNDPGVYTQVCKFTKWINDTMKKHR
PLCg1 inh: blocks human PLC-gamma1 enzyme activity | P19174 | purified PLC-gamma1, fluorogenic substrate, fluorescence | inhibition, % at 12.2 µM | 370,000 tested, 0.84% active; in the data active = inhibition above about 9.5%
ADAM17 inh: ADAM17 inhibition, QFRET primary screen; P78536; recombinant ADAM17, EDANS/DABCYL FRET peptide cleavage; inhibition, % at 6.95 µM; 370,000 tested, 0.83% active; AID 720648;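 active = inhibition above the mean of compounds lying between control limits plus 3 SD, set per campaign, cut at about 8.5% in these data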;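 also: 0% = DMSO-only wells as the low control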
Tn7 DDE FP: inhibitors of Tn7 peptide binding to human fibrin DD(E). P02675. FP displacement of FITC-Tn7 peptide from fibrin DD(E); 0% = median of compound wells per plate. inhibition, % at 8.3 µM. 370,000 tested, 0.13% active. AID 720508;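 active = inhibition above the mean of compounds falling within the control limits plus 3 SD of them, cut at about 14% in these data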;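 also: 0% = plate median of compound wells and 100% = 10 µM Aha-Tn7 peptide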
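Assay system: human fibrin DD(E) protein / Input: 2 µM fibrin DD(E) / Benchmarks: high control of 10 µM Aha-Tn7 peptide / Measured by: fluorescence polarization of the labelled Tn7 tracer / Medium: Tris buffer with calcium and detergent, pH 7.8 / Timing: 10 min compound pre-incubation, 3 h probe incubation at room temperature / Repeats: one replicate per compound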
Tn6 DDE FP: inhibitors of Tn6 peptide binding to human fibrin DD(E); P02675; Fibrin DD(E) TRITC-Tn6 fluorescence polarization displacement; inhibition, % at 8.3 µM; 370,000 tested, 0.21% active;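 active = inhibition above a per-campaign cutoff: mean of compounds within control limits plus 3 SD, cut at about 15% in these data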;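 also: 0% = median of all compound wells on the plate and 100% = blocking peptide control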
MBD2 inh: blocks human MBD2 binding to methylated DNA; Q9UBB5; AID 686964; 370,000 tested, 0.31% active; inhibition, % at 4.4 µM; TR-FRET, MBD2 binding to methylated oligonucleotide; in the data active = inhibition above about 13%
UHRF1 MBD2 ctr: blocks human UHRF1 binding to methylated DNA. 370,000 tested, 0.75% active. inhibition, % at 4.4 µM. UHRF1 binding to methylated oligo, TR-FRET. AID 687016; in the data active = inhibition above about 21%;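 also: UHRF1 SRA domain binding a hemimethylated CpG hairpin DNA probe; 0% = median of test compound wells and 100% = reference inhibitor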
PLC-beta3 inh: blocks human PLC-beta3 enzyme activity; Q01970; Purified PLC-beta3, fluorogenic substrate, fluorescence; inhibition, % at 12.2 µM; 370,000 tested, 0.18% active; AID 720704; in the data active = inhibition above about 11%;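 also: 0% = median of compound wells on plate and 100% = full blocker control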
ARFGAP1 inhibitor: inhibits rat ARF GTPase activating protein 1; Q62848; Arfgap1-stimulated ARF1 GTP hydrolysis, GDP FP detection; inhibition, % at 16.5 µM; 360,000 tested, 0.26% active; AID 651572;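 active = inhibition above a per-plate limit, mean inhibition of low control wells plus 3 SD, cut at about 25% in these data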;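 also: 0% = DMSO wells with enzyme and 100% = wells lacking Arfgap1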
Target sequence (Q62848 1-136 limits assumed): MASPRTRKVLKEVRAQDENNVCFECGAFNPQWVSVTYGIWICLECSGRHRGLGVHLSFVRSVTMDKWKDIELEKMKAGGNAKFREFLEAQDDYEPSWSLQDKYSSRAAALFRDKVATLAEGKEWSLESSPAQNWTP
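Assay system: purified rat His6-Arfgap1 residues 1-136 (GAP domain); Reagent: human Δ17 ARF1 bound to GTP; Dosing: 16.5 µM single point, 1.26% DMSO; Times: GTP hydrolysis reaction 2 h at 25 °C; Signal: FP, GDP Alexa 633 tracer displaced from anti-GDP antibody, 620/688 nm; Measure: % inhibition from polarization.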
ASAP1 inh: blocks human ASAP1-stimulated Arf1 GTP hydrolysis; Q9ULH1; GDP FP detection; inhibition, % at 16.5 µM; 360,000 tested, 0.19% active; AID 624377; in the data active = inhibition above about 25%;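 also: 0% = vehicle with enzyme and substrate and 100% = no enzyme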
Target sequence (Q9ULH1 325-724 limits assumed): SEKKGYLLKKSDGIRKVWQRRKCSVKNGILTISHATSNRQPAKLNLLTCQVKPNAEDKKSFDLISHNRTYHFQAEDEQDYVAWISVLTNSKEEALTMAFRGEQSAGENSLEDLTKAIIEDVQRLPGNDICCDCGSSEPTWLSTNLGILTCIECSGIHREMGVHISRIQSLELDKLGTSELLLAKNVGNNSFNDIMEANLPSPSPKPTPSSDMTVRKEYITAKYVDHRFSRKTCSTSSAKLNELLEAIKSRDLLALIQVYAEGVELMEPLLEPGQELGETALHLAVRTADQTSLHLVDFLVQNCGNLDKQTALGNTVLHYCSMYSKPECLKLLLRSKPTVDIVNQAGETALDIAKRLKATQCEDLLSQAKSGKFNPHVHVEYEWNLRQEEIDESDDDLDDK
* = called active by the depositor.

Screening CCOC(=O)[C@]12CCCC=C1N(Cc1ccccc1)C(=O)[C@H](CC(=O)NCC13CC4CC(CC(C4)C1)C3)C2 returned proKLK7 act -0.2, PLCg1 inh 3, ADAM17 inh 0, Tn7 DDE FP -3, Tn6 DDE FP 0, MBD2 inh 3, UHRF1 MBD2 ctr -1, PLC-beta3 inh 3, ARFGAP1 inhibitor -17 and ASAP1 inh -3.
For O=C(CN1CCN(Cc2ccccc2F)C1=O)NCc1cccnc1 the results were proKLK7 act -1.2, PLCg1 inh 2, ADAM17 inh -1, Tn7 DDE FP -6, Tn6 DDE FP -8, MBD2 inh 3, UHRF1 MBD2 ctr 3, PLC-beta3 inh 1, ARFGAP1 inhibitor 10 and ASAP1 inh -1.
Screening O=C(O)c1ccccc1Nc1ccc([N+](=O)[O-])cc1C(=O)O returned proKLK7 act 0.1, PLCg1 inh -13, ADAM17 inh -1, Tn7 DDE FP -1, Tn6 DDE FP 6, MBD2 inh -5, UHRF1 MBD2 ctr 11, PLC-beta3 inh -36, ARFGAP1 inhibitor -4 and ASAP1 inh 2.
Screening O=C(CN1CCCC1)Nc1ccc(-c2nc3cc(NC(=O)CN4CCCC4)ccc3o2)cc1 returned proKLK7 act 58*, PLCg1 inh -363, ADAM17 inh -223, Tn7 DDE FP 3, Tn6 DDE FP 0, MBD2 inh 4, UHRF1 MBD2 ctr 0, PLC-beta3 inh -470, ARFGAP1 inhibitor -6 and ASAP1 inh 1.
Screening CCCNC(=O)Cn1nc(-c2ccccc2OC)ccc1=O returned proKLK7 act -0.1, PLCg1 inh -1, ADAM17 inh -4, Tn7 DDE FP 9, Tn6 DDE FP -1, MBD2 inh 3, UHRF1 MBD2 ctr 0, PLC-beta3 inh -1, ARFGAP1 inhibitor -7 and ASAP1 inh 3.
For CC1CCCN(C(=O)COC(=O)CNS(=O)(=O)c2ccc3ccccc3c2)C1 (stereo not given) the results were proKLK7 act 0.1, PLCg1 inh -2, ADAM17 inh -2, Tn7 DDE FP 3, Tn6 DDE FP 8, MBD2 inh 0, UHRF1 MBD2 ctr 1, PLC-beta3 inh -7, ARFGAP1 inhibitor 2 and ASAP1 inh -2.
COc1ccccc1NC(=O)c1ccc2c(c1)C(=O)N(c1ccccc1OC)C2=O was read as proKLK7 act -0.2, PLCg1 inh -1, ADAM17 inh -5, Tn7 DDE FP 3, Tn6 DDE FP 3, MBD2 inh 4, UHRF1 MBD2 ctr 1, PLC-beta3 inh -8, ARFGAP1 inhibitor 1 and ASAP1 inh -11.
`O=C(O)c1ccccc1C(=O)Nc1ccc(-n2nccc2C(F)(F)F)cc1` gave proKLK7 act 0.3, PLCg1 inh 3, ADAM17 inh -2, Tn7 DDE FP 2, Tn6 DDE FP 2, MBD2 inh -2, UHRF1 MBD2 ctr -2, PLC-beta3 inh -4, ARFGAP1 inhibitor 9 and ASAP1 inh 2.
Screening O=C(/C=C/c1ccc(Cl)cc1Cl)N1CCN(c2ccccc2[N+](=O)[O-])CC1 returned proKLK7 act 0.0, PLCg1 inh 1, ADAM17 inh 3, Tn7 DDE FP 7, Tn6 DDE FP 6, MBD2 inh -4, UHRF1 MBD2 ctr -1, PLC-beta3 inh 1, ARFGAP1 inhibitor -6 and ASAP1 inh -8.
COc1ccc(CCNC(=O)c2ccc(CS(=O)(=O)c3ccc(C)cc3)o2)cc1OC was read as proKLK7 act -0.1, PLCg1 inh -1, ADAM17 inh -3, Tn7 DDE FP -10, Tn6 DDE FP 8, MBD2 inh 4, UHRF1 MBD2 ctr -2, PLC-beta3 inh 1, ARFGAP1 inhibitor -1 and ASAP1 inh 8.
For COc1ccccc1NC(=O)Cn1cnc2c(oc3nc4c(cc32)CCCC4)c1=O the results were proKLK7 act -0.1, PLCg1 inh -1, ADAM17 inh -1, Tn7 DDE FP 3, Tn6 DDE FP -3, MBD2 inh 1, UHRF1 MBD2 ctr 0, PLC-beta3 inh -3, ARFGAP1 inhibitor 1 and ASAP1 inh -10.
Screening Cc1ccc(NC(=O)COC(=O)c2c[nH]c3ccccc23)cc1C returned proKLK7 act 0.1, PLCg1 inh -5, ADAM17 inh -2, Tn7 DDE FP 6, Tn6 DDE FP 2, MBD2 inh -2, UHRF1 MBD2 ctr -1, PLC-beta3 inh -7, ARFGAP1 inhibitor 2 and ASAP1 inh 6.
Screening C/C(=N\N=C1\NC(=O)C(Cc2ccccc2)S1)c1ccccc1 (stereo not given) returned proKLK7 act 0.1, PLCg1 inh -4, ADAM17 inh 2, Tn7 DDE FP -4, Tn6 DDE FP 3, MBD2 inh 2, UHRF1 MBD2 ctr -2, PLC-beta3 inh -10, ARFGAP1 inhibitor -1 and ASAP1 inh -4.
CCCC(=O)Nc1sc(C)c(-c2ccc(OC)cc2)c1C#N was read as proKLK7 act 0.5, PLCg1 inh -1, ADAM17 inh -3, Tn7 DDE FP 3, Tn6 DDE FP 5, MBD2 inh 3, UHRF1 MBD2 ctr -5, PLC-beta3 inh 2, ARFGAP1 inhibitor 5 and ASAP1 inh -4.
For CCC1CCCCN1CCCNC(=O)c1cc2c(=O)oc3ccc(C)cc3c2s1 (stereo not given) the results were proKLK7 act -1.0, PLCg1 inh -6, ADAM17 inh -26, Tn7 DDE FP -5, Tn6 DDE FP 6, MBD2 inh -5, UHRF1 MBD2 ctr -9, PLC-beta3 inh -31, ARFGAP1 inhibitor -8 and ASAP1 inh -3.
COc1ccccc1NC(=O)Nc1sccc1-c1nc2ccccc2s1 was read as proKLK7 act -29, PLCg1 inh -412, ADAM17 inh -17, Tn7 DDE FP -2, Tn6 DDE FP -2, MBD2 inh -7, UHRF1 MBD2 ctr -1, PLC-beta3 inh inactive, ARFGAP1 inhibitor 7 and ASAP1 inh 1.
`CC1CN(c2ncnc3c2oc2ccccc23)CC(C)O1` (stereo not given) gave proKLK7 act 0.3, PLCg1 inh -4, ADAM17 inh -5, Tn7 DDE FP -3, Tn6 DDE FP 10, MBD2 inh -2, UHRF1 MBD2 ctr -3, PLC-beta3 inh -11, ARFGAP1 inhibitor 7 and ASAP1 inh 0.
`COC(=O)[C@]1(C)N[C@H](CN(C)C(=O)COc2ccccc2)[C@@H]2C(=O)N(C)C(=O)[C@@H]21` gave proKLK7 act -0.1, PLCg1 inh 2, ADAM17 inh 3, Tn7 DDE FP 1, Tn6 DDE FP 7, MBD2 inh -3, UHRF1 MBD2 ctr 1, PLC-beta3 inh 8, ARFGAP1 inhibitor 16 and ASAP1 inh 3.
CCCCNC(=O)CN1C(=O)NC2(CCOc3ccccc32)C1=O (stereo not given) was read as proKLK7 act 0.6, PLCg1 inh -1, ADAM17 inh -2, Tn7 DDE FP 5, Tn6 DDE FP 4, MBD2 inh 2, UHRF1 MBD2 ctr -4, PLC-beta3 inh -3, ARFGAP1 inhibitor 8 and ASAP1 inh -7.
`Fc1ccc2[nH]c3c(Cl)ncnc3c2c1` gave proKLK7 act 3.7, PLCg1 inh -90, ADAM17 inh -68, Tn7 DDE FP -2, Tn6 DDE FP 2, MBD2 inh 0, UHRF1 MBD2 ctr 1, PLC-beta3 inh -101, ARFGAP1 inhibitor -1 and ASAP1 inh -4.
COc1c(C)cc(C(O)c2ncc(-c3cccc4ccccc34)[nH]2)cc1C (stereo not given) was read as proKLK7 act -0.9, PLCg1 inh -20, ADAM17 inh -24, Tn7 DDE FP 0, Tn6 DDE FP 0, MBD2 inh 2, UHRF1 MBD2 ctr -1, PLC-beta3 inh -24, ARFGAP1 inhibitor -5 and ASAP1 inh -6.
For CCn1cc(CCCC(=O)NCc2cccc(OC)c2)c2ccccc21 the results were proKLK7 act 0.2, PLCg1 inh 1, ADAM17 inh 0, Tn7 DDE FP 2, Tn6 DDE FP -1, MBD2 inh -3, UHRF1 MBD2 ctr 0, PLC-beta3 inh -6, ARFGAP1 inhibitor -7 and ASAP1 inh 1.
For CC(C)CCNC(=O)[C@H](CSCc1ccccc1)N1Cc2ccccc2C1=O the results were proKLK7 act 0.4, PLCg1 inh 2, ADAM17 inh 7, Tn7 DDE FP 0, Tn6 DDE FP -5, MBD2 inh -3, UHRF1 MBD2 ctr 4, PLC-beta3 inh 1, ARFGAP1 inhibitor 4 and ASAP1 inh 6.
For CCCCCCCNC(=O)c1ccc(N2CCC3(CC2)OCCO3)c([N+](=O)[O-])c1 the results were proKLK7 act 0.5, PLCg1 inh 0, ADAM17 inh 3, Tn7 DDE FP -5, Tn6 DDE FP -8, MBD2 inh 1, UHRF1 MBD2 ctr -2, PLC-beta3 inh -24, ARFGAP1 inhibitor 8 and ASAP1 inh -2.
For CCN(CC)S(=O)(=O)c1cccc(C(=O)N[C@H](C(=O)Nc2nc3ccc(F)cc3s2)C(C)C)c1 the results were proKLK7 act 0.1, PLCg1 inh -1, ADAM17 inh -1, Tn7 DDE FP 4, Tn6 DDE FP 3, MBD2 inh 0, UHRF1 MBD2 ctr 2, PLC-beta3 inh -5, ARFGAP1 inhibitor 9 and ASAP1 inh 10.
